# POLB inh: DNA polymerase beta (human) inhibition. AID 485314. Pol beta primer extension/strand displacement, fluorescence kinetic. Potency, µM (series often up to 114 µM), for the others: at the top dose activity change, negative = inhibition, actives largely listed as inhibitors. 340,000 compounds, 1.3% hits; further: potency means the concentration at half of the fitted maximal effect; on the % scale 0 is the no-effect control and ±100 the full control effect
#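 Enzyme-only controls used 10 nM Pol beta; buffer lacking enzyme served as negative control. Compound preincubated 15 min, then 50 nM substrate added; 0 and 10 min reads at room temperature.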
# ERG-DNA inh: ERG Ets/DNA interaction inhibition | fluorescence polarization, His-ERG Ets domain / labelled DNA | Potency, µM (highest dose often 76.9 µM), inactives show at the top dose FP activity, negative = inhibition, actives largely listed as inhibitors | 370,000 compounds, 0.028% hits | AID 624246; active means well fitted inhibition curve with a large enough effect in the polarisation, with a control signal flat; inconclusive means small, poorly fitted or top-dose-only effect, or effect the other way, or a change in a side signal; inactive means no such curve, though single readings can be large or run the other way; the % refers to the polarisation;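 further: polarization taken with two DNA probes labelled with fluorescein and Texas red; potency means the concentration at half of the fitted maximal effect; % of control where 0% means no effect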
# Target sequence (P11308 whole entry, looked up, the tested form may be a part): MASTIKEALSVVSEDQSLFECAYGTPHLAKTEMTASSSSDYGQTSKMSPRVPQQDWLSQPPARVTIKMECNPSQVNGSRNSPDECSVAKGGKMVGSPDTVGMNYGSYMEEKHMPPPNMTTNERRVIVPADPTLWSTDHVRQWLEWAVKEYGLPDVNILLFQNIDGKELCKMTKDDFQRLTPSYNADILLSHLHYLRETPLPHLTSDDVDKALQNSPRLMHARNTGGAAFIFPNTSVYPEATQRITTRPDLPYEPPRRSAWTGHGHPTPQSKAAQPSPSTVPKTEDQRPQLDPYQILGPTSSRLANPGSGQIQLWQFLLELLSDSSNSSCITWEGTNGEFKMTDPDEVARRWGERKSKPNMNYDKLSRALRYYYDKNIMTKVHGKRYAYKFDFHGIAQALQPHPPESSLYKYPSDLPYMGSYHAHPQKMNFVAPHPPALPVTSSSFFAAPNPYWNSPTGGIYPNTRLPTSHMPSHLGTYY
#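 His-tagged ERG Ets domain (1 uM in the protein solution; 300mM KCl, 50mM Tris-HCl, 1mM EDTA, 1mM DTT, pH 7.5) received compound, then a probe mix of 5 nM fluorescein-DNA and 100nM Texas-615-DNA. Fluorescence polarization was read for both dyes.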
# BLM inh: Bloom syndrome helicase (human) inhibition; recombinant BLM DNA unwinding, fluorescence dequenching; Potency, µM (highest dose often 56.1 µM), for the others: at the top dose activity change, negative = inhibition, usual class: inhibitors; 350,000 compounds, 0.2% hits;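 further: potency means the concentration at half of the fitted maximal effect; plate controls were vehicle for no effect and no enzyme for full effect; nearly all actives have a fitted effect of over 35% in size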
# APE1 inh: inhibitors of human APE1 endonuclease; 350,000 compounds, 0.35% hits; P27695; AID 2517; Potency, µM (highest dose often 65.8 µM), inactives show at the top dose activity change, negative = inhibition, actives largely listed as inhibitors; recombinant APE1, TAMRA/BHQ-2 abasic DNA cleavage fluorescence;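 further: potency means the concentration at half of the fitted maximal effect; plate controls were vehicle for no effect and reference inhibitor for full effect; nearly all actives have a fitted effect of over 55% in size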
#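 Substrate: short duplex with […] THF abasic site, 5'-TAMRA and 3'-BHQ-2, 50 nM final. APE1 at 0.75 nM, preincubated 15 min RT with compound. Fluorescence increase from first to third read measured activity.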
# TRHR ag: TRH receptor (human) agonism | P34981 | TRHR cells, calcium flux fluo-8, FDSS agonist mode | activation, % at 2 µM | 360,000 compounds, 0.18% hits | AID 493084; in the data active means activation above about 30%; further: 0% is about no effect
#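 Read-out: compound-evoked intracellular calcium rise in TRHR cells, fluo-8 dye, kinetic FDSS fluorescence at 1 s/cycle following a 10-cycle baseline. Cells cultured overnight before dye loading (30 min–1.5 h, RT).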
# POLI inh: inhibitors of human DNA polymerase iota | Q9UNA4 | Pol iota fluorescent replication assay, 10 min | Potency, µM (series often up to 115 µM), for inactives: top-dose activity, negative = inhibition, actives largely listed as inhibitors | 390,000 compounds, 1% hits; further: potency means the concentration at half of the fitted maximal effect
#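 Pol iota at 10 nM preincubated 15 min with compounds at room temperature; reaction started with fluorescent substrate, 50 nM final. Fluorescence read kinetically at 0 and 10 min; buffer-only wells as negative control.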
# POLK inh: DNA polymerase kappa (human) inhibition; Q9UBT6; purified Pol kappa, fluorescent DNA synthesis assay, 10 min; Potency, µM (titrated, usually from 107 µM), for inactives: top-dose activity, negative = inhibition, actives largely listed as inhibitors; 400,000 compounds, 0.53% hits; AID 588579; further: potency means the concentration at half of the fitted maximal effect; on the % scale 0 is the no-effect control and ±100 the full control effect
#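 First, compounds were pin-transferred onto 10 nM Pol kappa. After 15 min at room temperature, substrate was added to 50 nM final. Fluorescence was then measured kinetically at 0 and 10 min.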
# Anesthetic bind: binds horse apoferritin like a general anesthetic; P02791; apoferritin/1-aminoanthracene competitive binding, fluorescence; Potency, µM (series often up to 77.5 µM), inactives show at the top dose activity change, negative = displacement, actives largely listed as inhibitors; 350,000 compounds, 0.074% hits; AID 485281; further: potency means the concentration at half of the fitted maximal effect; on the % scale 0 is the no-effect control and ±100 the full control effect; nearly all actives have a fitted effect of over 20% in size
#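 Horse-spleen apoferritin (10 uM) was mixed with 50% saturated 1-aminoanthracene in PBS, exposed to compounds for 10 min at room temperature, and read for fluorescence (ex 380 nm, em 535 nm). Competitive displacement was fitted with a four-parameter Hill equation.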
# 12-LOX inh: ALOX12 (human) lipoxygenase inhibition. 580,000 compounds, 1.1% hits. Potency, µM (titrated, usually from 108 µM), for inactives: top-dose activity change, negative = inhibition, actives largely listed as inhibitors. AID 1671190. purified 12hLO, xylenol orange hydroperoxide absorbance; further: potency means the concentration at half of the fitted maximal effect; on the % scale 0 is the no-effect control and ±100 the full control effect
# Target sequence (P18054 whole entry, looked up): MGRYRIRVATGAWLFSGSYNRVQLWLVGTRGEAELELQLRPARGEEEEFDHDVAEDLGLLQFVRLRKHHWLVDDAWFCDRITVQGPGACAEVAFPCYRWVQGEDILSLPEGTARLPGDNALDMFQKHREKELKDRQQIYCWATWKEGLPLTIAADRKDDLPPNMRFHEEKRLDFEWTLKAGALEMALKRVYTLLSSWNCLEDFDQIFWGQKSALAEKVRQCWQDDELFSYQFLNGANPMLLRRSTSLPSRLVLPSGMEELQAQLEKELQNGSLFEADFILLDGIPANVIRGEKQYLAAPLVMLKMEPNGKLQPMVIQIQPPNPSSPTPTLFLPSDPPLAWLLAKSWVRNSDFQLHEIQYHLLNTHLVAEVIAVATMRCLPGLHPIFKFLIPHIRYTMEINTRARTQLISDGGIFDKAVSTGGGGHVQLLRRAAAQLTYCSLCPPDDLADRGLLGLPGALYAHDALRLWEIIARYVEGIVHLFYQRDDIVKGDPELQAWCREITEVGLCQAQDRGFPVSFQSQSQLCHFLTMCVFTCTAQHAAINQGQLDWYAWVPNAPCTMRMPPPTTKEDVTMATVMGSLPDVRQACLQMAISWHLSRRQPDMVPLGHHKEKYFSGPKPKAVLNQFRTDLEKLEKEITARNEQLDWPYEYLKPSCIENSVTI
#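 Purified human 12hLO at 150 nM in 25 mM Hepes, 0.01% Triton X-100, pH 7.0, preincubated 15 min at room temperature with compound. Reaction started with 40 uM arachidonic acid, 30 min at room temperature. Hydroperoxide measured by Fe-xylenol orange, 573/405 nm absorbance ratio.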
# * hit, by the source's call; u = inconclusive; x = no result given; & = joins results of further samples; [ ] = remark or other dose. Unless noted, the call rests on the fitted dose curve; in most records, active means well fitted curve in the direction sought with a large enough effect; inconclusive means small, poorly fitted or top-dose-only effect, or another doubt; inactive means no such curve, though single readings can be large; an effect the other way counts as inactive or inconclusive. An excerpt (hit frequency here may not be typical).
SMILES,POLB inh,ERG-DNA inh,BLM inh,APE1 inh,TRHR ag,POLI inh,POLK inh,Anesthetic bind,12-LOX inh
CC(=O)Nc1ccc(C(=O)NC2CCCC2)cc1,-4%,-6%,-3%,-4%,0.7,10%,-4%,1%,-12%
O=C(Nc1nnc(-c2ccccc2)o1)c1cccc(S(=O)(=O)N2CCOCC2)c1,x,-7%,x,16%,x,21%,-15%,x,-16%
Cc1ccc(CNC(=O)Cn2ncc3c(C)n(Cc4ccc(Cl)cc4)c(C)c3c2=O)cc1,28%,-4%,-6%,x,-0.4,17%,-5%,-6%,u
CCN(CC)C(=O)Cc1c(OC)ccc2cc(Br)ccc12,-1%,-10%,-1%,-5%,-0.1,4%,6%,-16%,-6%
CCCCNc1c(-c2cccc(-c3cc(C(C)=O)cs3)c2)nc2ccc(C)cn12,x,-8%,x,-7%,0.5,14%,-18%,x,1%
Cc1ccccc1CS(=O)(=O)Cc1ccc(C(=O)NCCCN2CC(C)CC(C)C2)o1 (stereo not given),4%,1%,0%,4%,-0.5,21%,-2%,-8%,-18%
CN1CCN(CC(=O)O)CC1,9%,-5%,3%,10%,0.5,25%,-1%,0%,-9%
O=C(Nc1ccc(Br)cc1)N1CCC(CN2CCCC2)CC1,2%,4%,2%,x,-0.5,-4%,-10%,45%[activator],u
CCn1nnc(-c2ccccc2NS(=O)(=O)c2ccc(S(=O)(=O)N(C)C3CCCCC3)cc2)n1,12%,-7%,-6%,5%,0.6,13%,-10%,-14%,-24%
CC1CC(C)(C)N(C(=O)CSc2ccc(-c3ccc(F)cc3)nn2)c2ccccc21 (stereo not given),-15%,x,1%,-2%,1.7,10%,-5%[60.1 µM],u,-2%
COc1ccc(-c2cc(C)no2)cc1S(=O)(=O)NC1CCC(C)CC1 (stereo not given),-28%,-5%,-6%,x,-0.1,-5%,-8%,1%,-28%
C/C=C/c1ccccc1OCc1ccc(C(=O)OC)o1,-10%,-10%,-6%,-3%,0.5,1%,-15%,-18%,0%
COc1cccc(/C=C/C(=O)OCC(=O)NCC2CCCCC2)c1OC,x,-16%,x,37%,-1.7,-1%,13%,x,453%[activator]
Cn1c(-c2ccccc2)c(CCO)c2ccccc21,12%,7%,-15%,3%,-0.5,6%,-16%,-4%,-13%
c1coc(-c2nc3nc4ccccc4n3nc2-c2ccco2)c1,1%,-2%,u,-5%,0.0,u,-10%,-22%,0%
Cc1ccc(/C(N)=N/OC(=O)c2ccc3ccccc3c2)cc1,41%,5%,-1%,42%,0.8,11%,-1%,-2%,-14%
COc1ccc(N2CCN(CC(=O)NC(=O)NCc3ccccc3)CC2)cc1,x,1%,x,47%,-3.0,13%,-10%,x,10%
COC(=O)CCc1sc(Nc2ccccc2)nc1-c1ccc(OC)cc1,0%,4%,-10%,-2%,-0.3,9%,-25%,4%,u
COc1ccc(-c2cc(=O)oc3cc(OCC(C)=O)ccc23)cc1,4%,-5%,4%,12%,0.2,1%,-5%,-10%,1%
C=CCNC(=O)c1ccccc1NC(=O)COc1ccccc1,5%,-7%,2%,29%,-0.2,16%,-11%,-10%,-1%
CN1CCN(C(=O)c2cc([N+](=O)[O-])ccc2Cl)CC1,41%,-3%,-5%,23%,0.1,46%[activator],-6%,-2%,-2%
COC(=O)C1=C(N)N(c2ccccc2F)C2=C(C(=O)CC(C)(C)C2)C1c1ccc(OC)c(OC)c1 (stereo not given),14%,-3%,-1%,-2%,-1.1,-1%,-17%,-2%,5%
O=C(c1ccncc1)N1N=C(c2ccc(Br)cc2)CC1c1ccccc1O (stereo not given),14%,-11%,-9%,-13%,0.6,21%,4%,u,u
CCOc1cccc(NC(=O)C2CC(=O)NC(=Nc3ccccc3)S2)c1 (stereo not given),-9%,-9%,-5%,-2%,-0.3,14%,-7%,-15%,100%[activator]
CN(C)CCN(C(=O)c1ccc(S(=O)(=O)N(C)C)cc1)c1nc2cc3c(cc2s1)OCCO3,-14%,1%,1%,1%,0.0,-7%,-10%,-15%,-16%

# Two of the compounds above, tab-delimited.
structure	POLB inh	ERG-DNA inh	BLM inh	APE1 inh	TRHR ag	POLI inh	POLK inh	Anesthetic bind	12-LOX inh
CCn1nnc(-c2ccccc2NS(=O)(=O)c2ccc(S(=O)(=O)N(C)C3CCCCC3)cc2)n1	12%	-7%	-6%	5%	0.6	13%	-10%	-14%	-24%
CC1CC(C)(C)N(C(=O)CSc2ccc(-c3ccc(F)cc3)nn2)c2ccccc21 (stereo not given)	-15%	x	1%	-2%	1.7	10%	-5%[60.1 µM]	u	-2%

# Following part:
SMILES,POLB inh,ERG-DNA inh,BLM inh,APE1 inh,TRHR ag,POLI inh,POLK inh,Anesthetic bind,12-LOX inh
CCOc1ccccc1NC(=S)N1C2CCC1CC(NC(=O)NC13CC4CC(CC(C4)C1)C3)C2 (stereo not given),5%,2%,-5%,-3%,1.3,24%,1%,-4%,-29%
Cc1ccc(C(=O)C2=C(O)C(=O)N(Cc3ccco3)C2c2ccc(N(C)C)cc2)o1 (stereo not given),-3%,7%,-1%,0%,-0.7,17%,6%,-10%,63%
Cc1cccc(NC(=O)Nc2cccc(C)n2)n1,15%,5%,-9%,8%,1.0,3%,-24%,-8%,0%
CCN(C(=O)c1cccc(S(=O)(=O)N(C)C)c1)C12CC3CC(CC(C3)C1)C2,16%,1%,-2%,6%,-1.5,40%[activator],-20%,-9%,264%[activator]
O=C(NC(=S)N1CCN(c2ccc(Cl)cc2[N+](=O)[O-])CC1)c1cccs1,-11%,7%,-4%,3%,-1.6,-3%,-4%,-11%,x
COc1ccccc1-n1cc([C@@H]2C[C@H]3CN(c4ccccc4)C(=O)[C@]34CCCN24)cn1,3%,31%[activator],-4%,3%,0.0,16%,6%,-2%,-12%
COc1ccc(C(=O)C2CCCN(C(=O)C3CCOCC3)C2)c(C)c1 (stereo not given),42%,-17%,-2%,0%,-1.5,8%,3%,-4%,-1%
Cc1ncc2c(n1)NC(=O)NC2,x,2%,x,x,x,6%,-10%,x,10%
CC1(C)Cc2nc3oc4c(=S)nc[nH]c4c3cc2CO1,13%,-9%,1%,-1%,0.4,3%,0%,-21%,u
CCOC(=O)c1c2c([nH]c(=S)c1C#N)CCCC2,u,-8%,-4%,10%,0.6,u,-17%,-3%,3%
O=C1c2cccc(OCc3ccc(F)cc3)c2CCN1Cc1ccc(F)cc1,2%,10%,-6%,-1%,1.6,12%,-8%,48%[activator],-16%
CCc1ccc2[nH]c(=O)c(C(c3nnnn3Cc3ccco3)N3CCC(C)CC3)cc2c1 (stereo not given),-2%,-5%,-9%,0%,0.0,15%,-11%,-12%,u
CC(=O)c1ccc(NC(=O)c2ccc(N3CCCC3=O)cc2)cc1,x,3%,x,-21%,0.9,13%,-11%,x,-30%
Oc1c(CN2CCCCC2)ccc2cccnc12,x,4%,x,x,x,41%[activator],-19%,x,u
Cc1ccc(S(=O)(=O)N2CCC3(CC2)OCCO3)cc1,27%,-25%,-5%,4%,0.9,6%,-4%,-3%,500%[activator]
Cc1cccc(CN2CCc3c(OCC(=O)NCc4ccco4)cccc3C2=O)c1,-20%,4%,-9%,-1%,-0.5,22%,-11%,-5%,-9%
COc1cccc(CNCCNC(=O)c2nonc2N)c1,-2%&36%,-12%&-1%,2%&1%,12%,1.3&0.1,1%&-4%,-18%&3%,8%&-4%,u
C=CCNC(=S)Nc1ccc(Cl)cc1,33%,-4%,-2%,13%,0.2,67%[activator],-9%,-1%,-19%
COc1ccc(OC)c(Nc2ncnc3c2cnn3-c2cccc(Cl)c2)c1,23%,1%,-7%,x,0.1,6%,-6%[60.1 µM],60%[activator],9%
Cc1nccn1CCOc1ccccc1Cl,20%,-7%,-2%,35%,0.0,5%,-3%,-14%,u
CCN(CC)c1nc(-c2ccccc2)nc2c1sc(=S)n2CC,2%,-3%,0%,3%,-2.4,142%[activator],0%,-6%,4%
COc1ccc(C2c3cc(OC)c(OC)cc3CCN2S(C)(=O)=O)cc1OC (stereo not given),0%,7%,0%,2%,-0.1,6%,9%,-1%,-7%
c1cncc(N=c2scc(-c3cccc4ccccc34)n2CCCn2ccnc2)c1,6%,0%,0%,23%,-0.2,25%,-11%,5%,0%
N#Cc1c(NC(=O)C2CCCO2)sc2c1CCCCCC2 (stereo not given),-8%,5%,-4%,3%,1.2,12%,-12%,-17%,7%
COc1cc(OC)c2c3c(c(C4CCCCC4)nc2c1)CCCC3,x,2%,x,x,x,10%,-16%,x,u
N#CCCN(Cc1cccnc1)C(=O)Nc1ccccc1,11%,3%,0%,1%,0.2,5%,-5%,6%,0%
CNC(=O)COC(=O)c1cccc(S(=O)(=O)N2CCN(c3ccc(F)cc3)CC2)c1,16%,-2%,-1%,-11%,0.1,-15%,-6%,-3%,-1%
N/C(=N\OC(=O)c1ccc(Cl)c([N+](=O)[O-])c1)c1ccccc1,46%,9%,0%,2%,0.4,22%,7%,-3%,9%
Cc1ccc(-c2cc(C(=O)N/N=C/c3ccccc3)n[nH]2)o1,u,0%,0%,40%,-1.2,12%,0%,-20%,-8%

# Given with the structure last: 4 of the compounds above
POLB inh	ERG-DNA inh	BLM inh	APE1 inh	TRHR ag	POLI inh	POLK inh	Anesthetic bind	12-LOX inh	SMILES
-2%&36%	-12%&-1%	2%&1%	12%	1.3&0.1	1%&-4%	-18%&3%	8%&-4%	u	COc1cccc(CNCCNC(=O)c2nonc2N)c1
u	-8%	-4%	10%	0.6	u	-17%	-3%	3%	CCOC(=O)c1c2c([nH]c(=S)c1C#N)CCCC2
2%	-3%	0%	3%	-2.4	142%[activator]	0%	-6%	4%	CCN(CC)c1nc(-c2ccccc2)nc2c1sc(=S)n2CC
33%	-4%	-2%	13%	0.2	67%[activator]	-9%	-1%	-19%	C=CCNC(=S)Nc1ccc(Cl)cc1

# High-throughput results as filed in PubChem BioAssay.
